Assay outcomes (PubChem)
CSN inh: blocks human CSN-mediated cullin deneddylation; Purified CSN, SCF-Nedd8-OG deneddylation, fluorescence polarization; inhibition, % at 12.5 µM; 360,000 compounds, 0.38% hits;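 active means pattern-corrected inhibition above about 35%, with an unprinted fluorescence ratio check between 0.5 and 1.5, limit read from the data, passing the limit was not always enough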;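 further: 0% = enzyme with substrate and 100% = substrate without enzyme; some results filed as inactive read as strong as hits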
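Material: human Csn5 produced in HEK293T cells; Input: enzyme 0.24 nM; Reagent: SCFSkp2-Nedd8OG substrate at 10 nM final; Dosing: 12.5 µM compound; Incubation: 90 min reaction at room temperature; Detection: fluorescence polarization of the substrate; Evaluation: % inhibition of substrate cleavage by Csn5; Control set: substrate-only high control, full reaction low control.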
Neddylation inh: inhibitors of human cullin neddylation | TR-FRET cullin neddylation, biochemical | calls only at 25 µM | 360,000 compounds, 0.58% hits; in the data active means inhibition above about 36%
FAS TE block: inhibitors of human fatty acid synthase thioesterase domain; P49327; recombinant FAS-TE, OMFH fluorogenic substrate, fluorescence endpoint; inhibition, % at 15 µM; 360,000 compounds, 0.67% hits;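 active means compounds whose normalised, plate-corrected inhibition of enzyme fluorescence in the single-dose primary screen is 50% or more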;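 further: 0% = DMSO with enzyme and 100% = substrate without enzyme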
Target sequence (P49327 whole entry, looked up, the tested form may be a part): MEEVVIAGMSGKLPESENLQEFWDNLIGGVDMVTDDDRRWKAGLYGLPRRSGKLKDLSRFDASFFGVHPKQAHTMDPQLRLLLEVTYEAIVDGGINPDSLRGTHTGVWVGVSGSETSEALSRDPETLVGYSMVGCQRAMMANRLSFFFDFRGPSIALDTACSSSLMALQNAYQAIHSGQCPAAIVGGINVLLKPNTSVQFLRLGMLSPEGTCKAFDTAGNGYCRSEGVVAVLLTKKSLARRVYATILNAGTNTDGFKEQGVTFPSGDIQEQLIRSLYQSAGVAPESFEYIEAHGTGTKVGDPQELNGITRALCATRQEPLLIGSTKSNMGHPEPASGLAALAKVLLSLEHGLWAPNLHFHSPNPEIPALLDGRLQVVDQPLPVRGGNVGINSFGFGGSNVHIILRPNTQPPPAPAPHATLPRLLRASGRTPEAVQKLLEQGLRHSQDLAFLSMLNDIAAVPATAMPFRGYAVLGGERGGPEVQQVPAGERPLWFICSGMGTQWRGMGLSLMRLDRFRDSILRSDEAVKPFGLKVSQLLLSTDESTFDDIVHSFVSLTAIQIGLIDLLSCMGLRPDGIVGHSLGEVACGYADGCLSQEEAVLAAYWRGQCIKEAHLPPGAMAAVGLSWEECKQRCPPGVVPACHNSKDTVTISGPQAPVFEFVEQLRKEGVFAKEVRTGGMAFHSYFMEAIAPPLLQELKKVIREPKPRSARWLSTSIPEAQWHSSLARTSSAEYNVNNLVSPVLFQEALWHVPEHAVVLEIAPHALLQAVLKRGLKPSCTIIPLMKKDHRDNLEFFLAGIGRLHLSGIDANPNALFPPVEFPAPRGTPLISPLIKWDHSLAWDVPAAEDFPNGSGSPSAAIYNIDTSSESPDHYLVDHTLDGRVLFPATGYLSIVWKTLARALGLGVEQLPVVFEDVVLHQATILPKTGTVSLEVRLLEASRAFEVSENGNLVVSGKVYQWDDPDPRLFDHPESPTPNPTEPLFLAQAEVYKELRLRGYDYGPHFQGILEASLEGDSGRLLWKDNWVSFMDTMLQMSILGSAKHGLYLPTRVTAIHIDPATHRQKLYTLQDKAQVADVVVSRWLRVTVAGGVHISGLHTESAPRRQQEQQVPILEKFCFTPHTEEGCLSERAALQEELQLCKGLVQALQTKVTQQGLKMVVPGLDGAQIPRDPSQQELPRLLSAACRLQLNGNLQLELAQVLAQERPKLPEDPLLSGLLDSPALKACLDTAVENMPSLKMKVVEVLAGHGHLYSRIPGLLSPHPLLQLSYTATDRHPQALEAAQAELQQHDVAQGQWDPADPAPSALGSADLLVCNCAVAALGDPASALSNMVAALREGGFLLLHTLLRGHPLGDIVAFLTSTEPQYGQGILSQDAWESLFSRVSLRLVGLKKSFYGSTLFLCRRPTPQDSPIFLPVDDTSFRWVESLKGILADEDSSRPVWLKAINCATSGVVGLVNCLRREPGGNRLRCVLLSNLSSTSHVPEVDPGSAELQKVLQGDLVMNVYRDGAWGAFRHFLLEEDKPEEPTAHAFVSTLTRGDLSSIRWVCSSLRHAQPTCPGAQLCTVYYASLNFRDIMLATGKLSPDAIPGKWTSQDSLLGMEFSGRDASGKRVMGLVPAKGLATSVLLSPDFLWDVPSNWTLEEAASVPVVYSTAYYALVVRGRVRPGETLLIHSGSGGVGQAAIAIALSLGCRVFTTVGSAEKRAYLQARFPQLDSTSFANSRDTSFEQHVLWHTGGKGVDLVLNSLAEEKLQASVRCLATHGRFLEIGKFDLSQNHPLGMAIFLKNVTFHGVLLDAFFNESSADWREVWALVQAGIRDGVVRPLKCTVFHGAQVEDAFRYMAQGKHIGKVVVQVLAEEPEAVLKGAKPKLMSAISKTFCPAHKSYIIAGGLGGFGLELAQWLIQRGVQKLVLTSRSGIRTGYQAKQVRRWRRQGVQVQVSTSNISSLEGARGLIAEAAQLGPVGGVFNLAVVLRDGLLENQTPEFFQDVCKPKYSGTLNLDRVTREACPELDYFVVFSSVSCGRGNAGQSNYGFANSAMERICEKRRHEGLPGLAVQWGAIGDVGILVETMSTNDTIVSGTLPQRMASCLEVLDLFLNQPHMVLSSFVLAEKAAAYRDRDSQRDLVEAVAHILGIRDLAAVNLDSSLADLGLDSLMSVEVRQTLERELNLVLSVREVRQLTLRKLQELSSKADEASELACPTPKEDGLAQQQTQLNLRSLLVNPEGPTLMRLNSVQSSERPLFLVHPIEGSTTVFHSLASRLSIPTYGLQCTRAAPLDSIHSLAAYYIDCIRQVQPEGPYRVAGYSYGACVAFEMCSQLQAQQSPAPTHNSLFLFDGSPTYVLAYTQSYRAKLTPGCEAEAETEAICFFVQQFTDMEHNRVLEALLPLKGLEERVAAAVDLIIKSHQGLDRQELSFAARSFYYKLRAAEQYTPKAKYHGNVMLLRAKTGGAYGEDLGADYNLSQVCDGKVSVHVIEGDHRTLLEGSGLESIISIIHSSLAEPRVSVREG
eLon inh: E. coli protease La inhibition; P0A9M0; purified E. coli Lon protease, fluorescence polarization; inhibition, % at 7.94 µM; 360,000 compounds, 0.42% hits; in the data active means inhibition above about 13%, passing the limit was not always enough;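 further: 0% = enzyme with probe and DMSO and 100% = no enzyme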
MsrA inhibitor: inhibits bovine methionine sulfoxide reductase A. purified bovine MsrA, absorbance read-out. 360,000 compounds, 0.75% hits. inhibition, % at 15.5 µM. AID 651718; in the data active means inhibition above about 4.5%;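 further: 0% = vehicle wells with enzyme and 100% = reference inhibitor wells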
TbMetRS inhib: Trypanosoma brucei MetRS inhibition. purified T. brucei MetRS, ATP depletion, Kinase-Glo luminescence. inhibition, % at 11.9 µM. 360,000 compounds, 0.4% hits. AID 624268;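 active means inhibition above a per-plate cutoff of the control wells' mean inhibition plus 3 SD, cut at about 5.5% in these data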;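 further: 0% = DMSO wells median and 100% = median of wells with control inhibitor compound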
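Measured by: Kinase-Glo luciferase luminescence reporting remaining unconsumed ATP. Material: purified T. brucei MetRS enzyme. Doses: 11.9 µM compound single dose, 0.9% DMSO. Medium: HEPES buffer containing pyrophosphatase, BSA, spermine, DTT. Times: 15 min preincubation, 2 h reaction, all 25 °C. Reagent: methionine, ATP and bulk E. coli tRNA.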
bovine MsrA act: activates bovine MsrA enzyme. purified bovine MsrA, absorbance read-out. activation, % at 10.6 µM. 360,000 compounds, 0.3% hits. AID 602163; in the data active means activation above about 7.5%;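 further: 0% = vehicle and 100% = reference activator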
Rin1 Abl inh: inhibitors of human Rin1-Abl protein interaction | 360,000 compounds, 0.4% hits | TR-FRET Rin1/Abl binding, biochemical | inhibition, % at 7.35 µM | AID 588664 | P00519+Q13671; in the data active means inhibition above about 5%, passing the limit was not always enough
PABP1 MLLE inh: inhibitors of microRNA-mediated deadenylation, human PABP1 MLLE binding; GST-MLLE / FITC-PAM2 fluorescence polarization; inhibition, % at 20 µM; 360,000 compounds, 0.36% hits; AID 588489; in the data active means inhibition above about 35%, passing the limit was not always enough;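 further: plate controls were DMSO wells with GST-MLLE for no effect and wells lacking GST-MLLE protein for full effect; some results filed as inactive read as strong as hits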
* = called active by the depositor; i = inactive.

Results follow in this order: CSN inh	Neddylation inh	FAS TE block	eLon inh	MsrA inhibitor	TbMetRS inhib	bovine MsrA act	Rin1 Abl inh	PABP1 MLLE inh
CCCC1=C(C(=O)OCC)C(c2ccc(OC)c(CSc3ccccn3)c2)C(C#N)=C(N)O1 (stereo not drawn)
    2	i	19	-4	0.7	1.6	-2	-5	5
Cc1ccc(S(=O)(=O)Nc2cccc(-c3ccc(N4CCCCCC4)nn3)c2)cc1
    1	i	59*	5	1.4	-0.2	-4	-1	-10
Cc1cc(Cl)ccc1Oc1ccc(C(N)=O)cc1[N+](=O)[O-]
    -7	i	-1	12	1.8	1.4	0	-4	4
COc1ccc2c(c1)SCC/C2=C\CN1C(=O)CCC1=O
    0	i	-2	-9	-0.7	0.6	-3	0	14
NC(=O)c1ccc(NC(=O)C2CC(=O)N(c3ccc4c(c3)OCCO4)C2)cc1 (stereo not drawn)
    -3	i	-4	6	-0.9	-0.3	-3	4	-32
Cc1cc2cc(CNC(=O)Nc3cccc(Cl)c3)ccc2n1C
    -5	i	-3	40*	0.7	0.1	-1	-1	86
O=C(CNc1cccc2ccccc12)c1ccc([N+](=O)[O-])cc1
    -7	i	2	2	1.5	0.0	-2	0	5
CCOC(=O)c1cc2sccc2n1CC(=O)O
    10	i	-7	3	0.1	-0.5	-7	0	6
CCC(C)NC(=O)c1ccc(CSc2nc3ccncc3n2Cc2ccc(F)cc2)cc1 (stereo not drawn)
    2	i	4	-6	0.3	-0.4	-1	5	-3
CN1CCCC(OC(=O)c2ccccc2Br)C1 (stereo not drawn)
    4	i	-5	0	-1.4	-0.3	-2	1	2
Cc1cc(O)c(C(=O)c2ccccc2C(=O)O)cc1C
    5	i	-9	3	2.2	-0.9	-2	2	7
O=C(Oc1cccc(NC2=NS(=O)(=O)c3ccccc32)c1)c1ccncc1
    3	i	3	-2	-0.2	0.0	-5	3	6
COc1cc(S(=O)(=O)N(C)Cc2ccc3c(c2)OCCO3)ccc1NC(C)=O
    2	i	2	-6	-0.4	-0.2	-10	4	11
CCSc1ncc(Cl)c(C(=O)Nc2cc(C)ccc2C)n1
    -3	i	-1	-7	-1.0	0.0	1	-3	8
COc1ccc(/C=N/N2CCN(C)CC2)cc1OC
    1	i	-5	-9	1.4	-2.3	-11	-1	12
CSc1ccccc1NC(=O)c1cc(S(=O)(=O)N(C)C)ccc1N1CCCC1
    -2	i	5	17	0.3	0.1	-5	0	-8
CCOCc1cnc(C)nc1NCC(=O)c1c(C)n(C)c2ccc(OC)cc12
    -4	i	-7	-11	1.4	-1.9	-11	1	-137
COc1ccc(S(=O)(=O)N2CCC(C(=O)NCCc3ccc(OC)c(OC)c3)CC2)cc1
    7	i	-4	4	0.6	-0.1	3	-1	-5
O=C(O)CCCC(=O)NNc1ncnc2ccccc12
    -5	i	-11	-11	1.8	-0.6	-9	-3	4
CCOC(=O)c1ccc(N2CCN(C(=O)c3ccccc3)CC2)c(NC(=O)c2ccco2)c1
    0	i	9	2	-0.4	-0.7	-3	-1	9
O=C(NNC(=S)Nc1ccc(F)cc1)C1[C@H]2CCCC[C@@H]12 (stereo partly drawn)
    -8	i	-4	-2	0.9	-0.3	-1	2	-4
Nc1ncnc2c1ncn2[C@@H]1O[C@H](CNC(=O)[C@@H](N)Cc2ccccc2)[C@@H](O)[C@H]1O
    4	i	-10	-11	0.6	0.0	0	0	-8
Cc1ccsc1/C=N/N1CCN(Cc2ccccc2)CC1
    5	i	2	-4	-0.6	0.2	-3	0	23
O=C(c1[nH]c(C(F)(F)F)nc1-c1ccccc1)N1CCN(c2ncccn2)CC1
    -7	i	-8	-8	-0.7	0.1	0	3	-2
COc1ccc(S(=O)(=O)N2CCC(C(=O)N[C@@H](C)C(=O)NCc3ccco3)CC2)cc1
    -2	i	-9	1	-1.0	0.2	0	0	-3
O=C(CCS(=O)(=O)c1ccccc1Cl)NCCC1=CCCCC1
    1	i	-2	3	0.6	-0.2	-1	0	11
CCCC(=O)N1CCN(c2ccc([N+](=O)[O-])cc2Cl)CC1
    -2	i	4	-1	-0.1	2.6	-4	2	0
O=C(O)c1ccc(NC(=O)C2CCN(S(=O)(=O)c3ccc4c(c3)OCCO4)CC2)cc1
    -3	i	-5	-11	-0.9	-0.2	-2	-1	4
Cc1nn(CC(=O)N/N=C/c2ccc(F)cc2)c(C)c1[N+](=O)[O-]
    0	i	1	-2	0.2	-0.2	-3	-1	0
CCOc1ccc(CNC(=O)C2CCCN(S(C)(=O)=O)C2)cc1OC (stereo not drawn)
    7	i	-4	1	-1.0	-0.5	0	-1	1
O=c1c(-c2ccc([N+](=O)[O-])cc2)coc2c(O)c(O)ccc12
    4	i	4	-3	2.0	-1.1	-10	0	23
O=C(CCOc1ccc(F)cc1)Nc1nccs1
    -1	i	-1	-4	0.8	-0.9	2	0	-1
FC(F)(F)c1cc(CCN2C(=S)NC[C@@H]2Cc2ccccc2)cc(C(F)(F)F)c1
    -5	i	-27	4	-0.3	-0.3	-2	5	-33
CN(C)CCC(=O)NCC1OCCc2ccccc21 (stereo not drawn)
    1	i	-4	1	0.3	0.2	-8	-1	6
CCCCN1C(N)=NC[C@H]1Cc1ccc(O)cc1
    0	i	-16	0	-0.7	-0.2	-2	5	14
CCOC(=O)Cc1csc(N(C)C)n1
    -29	i	-5	10	-1.1	0.4	-1	1	29
CCn1c(Nc2ccccc2Cl)nc2ccccc21
    -10	i	-1	-3	-0.9	-0.8	-11	3	5
COC(=O)C[C@H]1C[C@@H]2c3cc(NS(=O)(=O)c4ccc(OC)cc4)ccc3O[C@@H]2[C@H](CO)O1
    1	i	-7	-16	1.4	-0.3	-9	-4	7
CC1(C)Cc2cccc(OCC(=O)OCC(=O)Nc3ccccc3)c2O1
    2	i	-5	1	1.2	-0.3	-3	-1	11
COc1ccc(N2CCN(C(=O)CN(c3cccc(Br)c3)S(C)(=O)=O)CC2)cc1
    2	i	0	0	2.0	-0.6	-3	3	-6
O=C(Nc1ccc2c(c1)OCO2)c1cccc(F)c1
    1	i	-4	-9	-0.2	-1.1	-2	-1	7
Cc1cccc(-n2ccnc2SCC(=O)Nc2nnc(C)s2)c1
    -1	i	-1	-7	-0.6	-0.5	-12	-4	8
COCCCNC(=O)CC(NS(=O)(=O)c1ccc(F)cc1)c1ccc(OC)cc1 (stereo not drawn)
    0	i	-8	-4	-0.5	-0.1	-2	2	-8
CC(C)(C)CCN1CCC(CN2CCNC(=O)C2=O)CC1
    -8	i	-11	10	-0.1	-0.5	-1	-2	8
CCOC(=O)CN(C#N)c1nc(C)cc(C)n1
    9	i	-11	-1	-0.6	-0.5	-1	1	-10
CCOC(=O)[C@H]1[C@H]2COc3ccc(Cl)cc3[C@@H]2N2C(=O)[C@@H](CO)NC(=O)[C@@]12C
    -2	i	-7	-1	1.7	-0.2	-7	2	3
O=C(CC1N=C(Cc2ccccc2)NNC1=O)N/N=C/c1ccc([N+](=O)[O-])cc1 (stereo not drawn)
    5	i	13	-6	2.8	0.4	-6	-6	-4
CC[n+]1c(C)cc2c(sc3ccccc32)c1C
    4	i	-1	-8	0.4	-0.3	-3	-2	-130
C=CCc1ccc(OCC(O)CN2CCN(Cc3ccc(Cl)cc3)CC2)c(OC)c1 (stereo not drawn)
    -6	i	2	-14	-0.2	0.4	-2	0	8
O=C(NNc1nc2ccc(Cl)cc2s1)c1cc(-c2cccs2)nc2ccccc12
    6	i	29	-8	0.6	0.0	-2	-4	-26
O=C(CSc1nnc(CNc2cccc(C(F)(F)F)c2)n1Cc1ccco1)NCc1ccco1
    -1	i	-1	-10	2.3	0.4	0	0	-114
COC(=O)c1cc(C)sc1NC(=O)CSc1ncccn1
    2	i	3	-6	1.4	0.1	-4	-4	13
CCN(CC)CCNC(=O)c1ccc(NC(=O)c2cc(S(=O)(=O)N3CCCCC3)ccc2C)cc1
    -8	i	-8	-15	0.8	-0.5	-2	2	-12
COc1ccc(-c2cc(=O)oc3cc(OCC(=O)N(C)C)ccc23)cc1
    1	i	-1	0	1.6	-0.5	-3	-1	-9
Cc1ccc2oc(C(=O)NCCCN3CCOCC3)c(C)c2c1
    -3	i	-8	0	0.0	0.6	-1	1	0
O=C(Cc1cccs1)N(CC1CCCO1)C1(C(=O)NC2CCCCC2)CCCCC1 (stereo not drawn)
    0	i	2	-5	0.1	0.1	-6	-1	5
Cc1cc(S(=O)(=O)NCCc2ccccc2)ccc1-n1cnnn1
    10	i	7	-9	0.6	0.3	-2	2	-3
COc1cccc(C2C(C#N)=C(N)OC(C(C)(C)C)=C2C#N)c1 (stereo not drawn)
    -2	i	-1	5	0.0	-0.2	3	0	-1
COc1ccccc1NS(=O)(=O)c1cccc(NC(=O)Nc2cccc(Cl)c2)c1
    -3	i	26	-7	-0.8	31*	-2	-2	6
O=C1CCCC2=C1C(c1ccc(O)c(O)c1)Nc1ccc3ccccc3c12 (stereo not drawn)
    -4	i	1	12	-0.3	-0.5	-7	2	-14

Complete entries from above. Order of screens: CSN inh	Neddylation inh	FAS TE block	eLon inh	MsrA inhibitor	TbMetRS inhib	bovine MsrA act	Rin1 Abl inh	PABP1 MLLE inh
COc1ccc(N2CCN(C(=O)CN(c3cccc(Br)c3)S(C)(=O)=O)CC2)cc1 in the list: 2	i	0	0	2.0	-0.6	-3	3	-6
O=C(Nc1ccc2c(c1)OCO2)c1cccc(F)c1 in the list: 1	i	-4	-9	-0.2	-1.1	-2	-1	7

Next section:
Results follow in this order: CSN inh	Neddylation inh	FAS TE block	eLon inh	MsrA inhibitor	TbMetRS inhib	bovine MsrA act	Rin1 Abl inh	PABP1 MLLE inh
COc1ccc(OCC(=O)Nc2cc(NC(=O)COc3ccc(OC)cc3)cc(C(=O)O)c2)cc1
    -3	i	-3	-15	0.4	-0.2	-3	-1	1
CCOC(=O)CSc1nnc2cc(C)c3ccccc3n12
    1	i	2	-4	1.8	0.0	-5	-1	-3
O=C(N/C(=C\c1ccccc1)C(=O)N1CCOCC1)c1ccc(Br)o1
    5	i	2	11	1.3	-0.9	-9	-1	-9
CCC(C)(C)C1CCc2[nH]nc(C(=O)N/N=C(\C)c3ccco3)c2C1 (stereo not drawn)
    0	i	13	-2	-0.2	-0.6	-1	-3	-12
CCOC(=O)c1cc([N+](=O)[O-])sc1NC(=O)c1ccc(S(=O)(=O)N2CC3(C)CC2CC(C)(C)C3)cc1 (stereo not drawn)
    8	i	15	-8	1.1	-0.9	-1	1	-60
CCC1C(=O)Nc2ccccc2N1C(=O)c1ccc(Cl)nc1 (stereo not drawn)
    0	i	-8	-9	-0.2	-0.2	-10	2	-4
O=S(=O)(c1ccccc1)N1CCN(c2cc(-c3ccccc3)nc3ncnn23)CC1
    2	i	15	3	0.1	-1.0	-7	6	8
CN(CC(=O)Nc1ccccc1Cl)CC(=O)Nc1cccc2ccccc12
    7	i	-3	-2	0.7	-0.2	-2	-1	12
CCc1nnc(NC(=O)CSc2nnc(Cc3cccn3C)n2CCOC)s1
    2	i	-6	-1	-0.8	-0.3	0	-1	3
N[C@@H](Cc1ccc(O)cc1)c1nnc([C@H](CCC(=O)O)NC(=O)C2CCNCC2)o1
    5	i	-6	5	-0.4	-0.3	-3	0	1
